Pf Dd2 growth: Plasmodium falciparum Dd2 growth inhibition | Potency, µM (top dose mostly 28.9 µM), inactives show top-dose activity, negative = inhibition, actives largely listed as inhibitors | P. falciparum Dd2 growth, SYBR Green, 72 h | AID 1347417 | 120,000 compounds, 4.3% hits; active = well fitted inhibition curve with a large enough effect; inconclusive = small, poorly fitted or top-dose-only effect; inactive = no such curve, though single readings can be large or run the other way;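 note: plate controls were DMSO vehicle for no effect and reference drug for full effect; nearly all actives have a fitted effect of over 65% in size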
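Readout: SYBR Green fluorescence, 485 nm excitation, 535 nm emission, after ~16 h lysis at 37C. Before that, Dd2-infected red cells (2.5% hematocrit) grew 72 h with compound, 29 uM top final concentration.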
Starred values were filed as active, the others as inactive; i = inactive; ? = inconclusive; [ ] = remark or other dose. Potency is the fitted concentration of half-maximal effect.

SMILES	Pf Dd2 growth
Cc1ccc(C)n1-c1c(C(=O)NCCC(C)C)sc2ncccc12	-9%
CC(C)(C(=O)NCc1cccc(C(F)(F)F)c1)C1CCOCC1	i
N#Cc1cccc(-c2cn3c(n2)N(C(=O)Cc2cccs2)CCC3)c1	?
O=C(CSc1nc(=O)[nH]c2c1CCC2)NCc1ccccc1	10%
CCCCNC(=O)N1CC(C(=O)N2CCCC(C(=O)OCC)C2)CC(c2ccc(F)c(C)c2)C1 (configuration not stated)	?
O=C(NC1CCCCC1)N1CCC(N2CC(OCC3CC3)C23CCOCC3)CC1 (configuration not stated)	?
CC(=O)N1CCc2c(sc3c2c(=O)n(CCc2ccccc2)c(=O)n3Cc2ccccc2C)C1	7.9µM*
CCCOc1ccc(C2CC(=O)Nc3c2c(C)nn3-c2nncc(-c3cccc(OC)c3)n2)cc1OC (configuration not stated)	i
Cn1nc(-c2ccccc2F)c2cc(C(=O)N3CCN(c4ccc(F)cc4)CC3)sc21	21%
CCOC(=O)c1c(S(=O)(=O)N2CCC(C(=O)Nc3ccccc3OC)CC2)c(C)n(CC)c1C	i
O=C(CCC[C@@H]1[C@H]2CCCN3CCC[C@@H](CN1Cc1ccccc1)[C@@H]23)NCCCn1cccn1	?
CC(C)CCNC(=O)CSc1nc2ccsc2c(=O)n1Cc1ccccc1Cl	i
O=C(C1CC(=O)N(c2n[nH]c3cccc(F)c23)C1)N1CCSCC1 (configuration not stated)	-5%
O=C1[C@@H]2C[C@@H](O)CN2C2(CN(Cc3ccc(OC(F)(F)F)cc3)C2)C(=O)N1Cc1ccccc1	i
COC(=O)[C@H](Cc1ccc(OC)cc1)NC(=O)[C@@H]1CN(S(C)(=O)=O)CCN1S(=O)(=O)c1ccccc1	20%
CC1CCN([C@@H]2[C@H](O)[C@H](CO)O[C@@H]2CNC2CCCCC2)CC1	i
COC(=O)c1ccc(NC(=O)CCOc2ccccc2)cc1	16%
CCn1ncc(N2CCC(NC(=O)c3ccc(C)c(C)c3)CC2)cc1=O	-10%
Cc1ccc(-c2cc(C(=O)N3CCN(S(=O)(=O)c4ccc(Br)s4)CC3)[nH]n2)cc1C	3%
Cc1noc([C@@H]2CN(S(=O)(=O)c3ccc(C#N)cc3)C[C@H]2C(N)=O)n1	10%

Part of the list above, reformatted:
O=C(CCC[C@@H]1[C@H]2CCCN3CCC[C@@H](CN1Cc1ccccc1)[C@@H]23)NCCCn1cccn1
  Pf Dd2 growth: ?

CC(C)CCNC(=O)CSc1nc2ccsc2c(=O)n1Cc1ccccc1Cl
  Pf Dd2 growth: i

Next entries follow.
SMILES	Pf Dd2 growth
Cc1ccc(NC(=O)CN2C(=O)CCc3cc(S(=O)(=O)N4CCOCC4)ccc32)c(C)c1	i
COC1C(=O)N(C2CCN(C(=O)c3cccnc3)CC2)C12CCOCC2 (configuration not stated)	12%
c1cncc(CN2CCNc3cc(-c4cn[nH]c4)ncc3C2)c1	22%[44.1 µM]
CCc1ccc(-n2nc(C)c3c(C)cc(=O)n(CC(=O)Nc4ccc(C(C)=O)cc4)c32)cc1	i
CCN1CCN(C(c2ccccc2Cl)c2c(O)cc(C)n(CCOC)c2=O)CC1 (configuration not stated)	5%
Cc1ccc(NC(=O)CN(Cc2ccccc2)S(=O)(=O)c2ccc3nc(C)sc3c2)c(C)c1	-5%
COc1cccc(C(=O)N[C@@H]2CN(Cc3cccnc3)C[C@H]2CN(C)C)c1	i
O=S(=O)(c1ccc2nc(N3CCN(c4cccc(Cl)c4)CC3)ccc2c1)N1CCCCC1	20%
COc1ccc2c(CNCc3ccc(Cl)cc3)c(C(=O)O)n(Cc3ccccc3C)c2c1	11µM*
COCCCNC(=O)N1CCCCCCn2c(nnc2-c2ccc(F)cc2)CC1	-11%
COc1cc(CNCc2ccccc2C)ccc1OCC(O)CN1CCC(O)CC1 (configuration not stated)	-6%
Cc1sc(C2C(C#N)=C(N)N(c3ccc(Cl)cc3)C3=C2C(=O)CCC3)cc1CN1CCOCC1 (configuration not stated)	?
N#Cc1ccc(CN2CCCCCCNC(=O)CC2)cc1	?
CN1CCN(c2nc3c(c(=O)[nH]2)CCN(Cc2ccc(F)c(F)c2)CC3)CC1	48%[activator][5.79 µM]
CCOc1ccc(NS(=O)(=O)c2ccc(NC(=O)N3CCCC3)cc2)cc1	7%
N#Cc1ccc(NC2=NS(=O)(=O)c3ccccc32)cc1	6%
CSc1cccc(N2C(=O)N(Cc3ccc([N+](=O)[O-])cc3)c3ccccc3S2(=O)=O)c1	i
CCOC(=O)c1ccc2c(c1)N(Cc1cccc([N+](=O)[O-])c1)C(=O)c1ccccc1S2	?
O=C(NCc1ccccc1Cl)c1ccc(CN2C(=O)NC3(CCOCC3)C2=O)cc1	i
CN(C(=O)CSc1nc(C2CCCC2)nc2c1c(=O)n(C)c(=O)n2C)c1ccccc1	?
COc1ccc(CCc2nc3nccc(-c4ccsc4)n3n2)cc1OC	?
O=C(NC1CCCCC1)N1CCCC1c1noc(COc2ccc(F)cc2)n1 (configuration not stated)	?
CN(Cc1cn[nH]c1-c1ccc(F)cc1)C(=O)c1ccccc1C1CCNC1 (configuration not stated)	-5%
CCc1cccc(NC(=O)Cn2c(=O)n(-c3ccccc3C)c(=O)c3c2c2cc(C)ccc2n3C)c1	?
Cc1cccc(OCCc2noc(C3CCCN3C(=O)c3cccc(C)c3)n2)c1 (configuration not stated)	-21%
Cc1ccccc1C(=O)OCc1cc(=O)n2nc(C(C)C)sc2n1	-20%
Cc1noc(C)c1CC(=O)N1CCC2(CC1)N(c1ccccc1)C(=O)CS2=O (configuration not stated)	-6%
COC[C@@H]1[C@H](NC(=O)COc2ccc(-n3cnnn3)cc2)[C@@H]2CCO[C@H]12	-6%
COc1cc(C(=O)Nc2ccc3nc(SCc4ccc(C)cc4)sc3c2)cc(OC)c1OC	i
Cc1ccc(CCNC(=O)c2c(C)oc3ncnc(N4CCOCC4)c23)cc1	37%[activator]
CN(Cc1ccccc1)S(=O)(=O)c1ccc(F)c(C(=O)Nc2cccc(Cl)c2Cl)c1	-4%
COc1cc(C)c2c(c1C)C[C@H](C(C)C(=O)N1CCN(CCO)CC1)CC2 (some centres not stated)	i
c1cnc(N2CCC3(CCCN3Cc3ccc(-c4ccn[nH]4)o3)CC2)nc1	-16%
Cc1cccc(-c2cc(NC(=O)c3ccccc3C)n(-c3ccccc3)n2)c1	-6%
COCC(=O)N[C@H]1C[C@@H](CO)N(Cc2cccc(C#N)c2)C1	15%
Cc1cccc(C(=O)NCC(=O)N2CCCCCCNC(=O)CC2c2ccccc2)c1 (configuration not stated)	?
O=C([C@@H]1Cc2nc[nH]c2CN1Cc1ccc(Cl)cc1)N1CCOCC1	i
O=C(c1ccc2c(c1)OCO2)c1cn(Cc2ccc(F)cc2)c2ccccc2c1=O	?
CCCc1cc(N2CCC(NCc3c(F)cccc3Cl)CC2)nc(C)n1	?
O=C(c1cnccn1)N1CCC(N2CC3CC(C2)[C@H]2CCCC(=O)N2C3)CC1 (some centres not stated)	8%

In the list so far, two have a CF3 group:
SMILES	Pf Dd2 growth
CC(C)(C(=O)NCc1cccc(C(F)(F)F)c1)C1CCOCC1	i
O=C1[C@@H]2C[C@@H](O)CN2C2(CN(Cc3ccc(OC(F)(F)F)cc3)C2)C(=O)N1Cc1ccccc1	i

Remaining list, next part.
SMILES	Pf Dd2 growth
CSc1ccc(CN2CCN(Cc3ccccc3F)C(CCO)C2)cc1 (configuration not stated)	?
Cc1cc(NC(=O)c2ccc(Br)o2)cc(-c2nc3ccccc3o2)c1O	41%[activator]
Cc1cc(C)n2c(Nc3cccc(C(F)(F)F)c3)c(-c3ccsc3)nc2n1	?
COCCN1CCCC2(CCN(Cc3cc(-c4ccccc4)no3)C2)C1=O (configuration not stated)	-11%
C=CCn1cc(CN(Cc2ccco2)Cc2cccs2)c(C)n1	-20%
CCCCN(CC)C(=O)CC1CCCN(c2cn[nH]c(=O)c2)C1 (configuration not stated)	-3%
Cc1nc(-c2ccc(F)cc2)sc1CCNC(=O)c1ccccc1C(F)(F)F	i
COc1cc(F)c(CN2CC[C@@](O)(C3CC3)[C@H](C)C2)cc1OC	i
COc1ccc2[nH]c(CNc3cc(C4CC(N)C4)nc(C)n3)cc2c1 (configuration not stated)	?
CCCCc1cn(CC2CCN(C(=O)c3ccsc3)CC2)nn1	5%
CC(C)NC(=O)N1CCC2(CC1)c1nccn1-c1ccccc1CN2C	14%[5.79 µM]
O=C(NCCc1csc(-c2cccnc2)n1)c1cccc(C(F)(F)F)c1	36%[activator]
COc1cc2c(cc1OC)C(CNC(=O)C1CCCC1)N(C(=O)Nc1cccc(C)c1)CC2 (configuration not stated)	11µM*
COc1ccc(CCNC(=O)C2=C(C)C(=O)OC23CCCCC3)c(OC)c1	-12%
COCc1nnc2n1CCC(NC(=O)c1n[nH]c3ccccc13)CC2 (configuration not stated)	12%
O=C(N1CCOc2ccc(CN3CCc4ccccc4C3)cc2C1)C1(c2ccccc2)CC1	?
CCN(CC)C(=O)CCC1CCN(C(=O)c2ccccc2F)CC1	1%
CCOc1ccc(S(=O)(=O)N2CCN(c3c(C)cccc3C)CC2)c2ccccc12	?
Clc1ccccc1C1(c2ccnc(-c3ccccc3)n2)CCNCC1	10µM*
COC[C@@H]1CN(S(=O)(=O)c2cn(C)cn2)C[C@H]1c1ccccn1	0%

Quoted from the listing.
Reading of COc1ccc(CCNC(=O)C2=C(C)C(=O)OC23CCCCC3)c(OC)c1 in Pf Dd2 growth: -12%
Reading of COCCN1CCCC2(CCN(Cc3cc(-c4ccccc4)no3)C2)C1=O (configuration not stated) in Pf Dd2 growth: -11%
Reading of COc1cc2c(cc1OC)C(CNC(=O)C1CCCC1)N(C(=O)Nc1cccc(C)c1)CC2 (configuration not stated) in Pf Dd2 growth: 11µM*
Reading of COCc1nnc2n1CCC(NC(=O)c1n[nH]c3ccccc13)CC2 (configuration not stated) in Pf Dd2 growth: 12%

(continued)
SMILES	Pf Dd2 growth
CCOc1ccc(-c2nn(-c3ccccc3)cc2C2NC(=O)NC(C)=C2C(=O)OC(C)C)cc1C (configuration not stated)	-7%
CC(=O)NC1(C)CCCN(Cc2cccc(-c3ccccc3)c2)C1 (configuration not stated)	8.9µM*
CC1=NOC(C)(C(=O)N2CCCn3cncc3C2)C1 (configuration not stated)	0%
O=C(c1ccoc1)N1CCCn2cc(-c3ccccc3F)nc21	i
CC1=C(C(N)=O)C(c2ccccc2Br)n2ncnc2N1 (configuration not stated)	24%
CCCN1C(=O)c2ccccc2CC1(C)C(=O)NC1CCCCC1 (configuration not stated)	9%
Cc1ccc(CNC(=O)N2CCC(Cc3nc(-c4ccncc4)n[nH]3)CC2)cc1	-10%
O=C(N[C@H]1[C@H](O)[C@H](O)C[C@@H]1c1cccnc1)C1CCC1	45%[44.1 µM]
COc1ccccc1C(=O)N1CCn2c(nnc2-c2ccc(Cl)cc2)C1	-3%
O=C(NC1CCN(Cc2ccccc2)CC1)c1ccc(Cn2c(=O)c3ccccc3n(Cc3ccccc3)c2=O)cc1	-15%
NCCn1cc(C(=O)N2CCC(N3CCCC(C(=O)N4CCCC4)C3)CC2)nn1 (configuration not stated)	-2%
Cc1cc(=O)[nH]c(CCNc2nc(-c3ccncc3)nc3c2c(C)nn3C)n1	-16%
Cc1ccc(/C=C(\C#N)C(=O)Nc2cc(C)ccc2C)cc1	i
CC(=O)N1CCN(C(=O)c2ncoc2C2CC2)CC(O)C1 (configuration not stated)	-8%
COc1ccccc1C(=O)N1CCC2(CC1)COc1ccccc1NC2=O	-24%
CN(CC1CCOC1)S(=O)(=O)c1ccc(Br)cc1 (configuration not stated)	18%[5.79 µM]
CCc1noc(-c2cccn3c(CNC(=O)Cc4ccccc4Cl)nnc23)n1	?
O=C(NCc1nc(-c2cccc(F)c2)c(-c2ccccn2)[nH]1)N1CCCC1	2%
COc1ccc(-n2nc(C)c([C@@H]3C=C[C@@H](NC(=S)NCC(C)C)C3)c2C)cc1	?
CC(C)c1ccc(C2=CC(c3cccc(Cl)c3)n3c(nc4ccccc43)N2)cc1 (configuration not stated)	11µM*
c1ccc(C2=NOC3(CCN(CC4CC4)CC3)C2)cc1	-28%[44.1 µM]
O=C(CCNc1c(-c2ccc(F)cc2)nc2cnccn12)Nc1ccc2c(c1)OCO2	-19%
CC(C)(C)OC(=O)N1CCC(c2c(C(=O)NCc3ccc(F)cc3)cnn2-c2ccc(F)cc2)CC1	-12%
COc1ccc(CC(=O)NCc2cc(C)cc3c(C)c(C)[nH]c23)c(OC)c1	?
Cn1cc(CCC(=O)Nc2ccc3c(c2)C(=O)N2CCC[C@H]2C(=O)N3)c2ccccc21	-9%
CCn1nccc1C(=O)N1CC(c2nc(CCOc3cccc(C)c3)no2)C1	?
Cc1ccc(NC(=O)N2CCC3(CC2)SCC(=O)N3Cc2ccccc2)cc1	i
O=C1N[C@@H]2CCN(C(=O)c3ccc(-c4ccccc4)cc3)[C@@H]2C(=O)N1Cc1ccccc1	i
O=C(CC1=CCCCC1)N1CC(c2noc(C3CCCN3CC3CC3)n2)C1 (configuration not stated)	?

Four of the compounds above, as labelled records:
> Cn1cc(CCC(=O)Nc2ccc3c(c2)C(=O)N2CCC[C@H]2C(=O)N3)c2ccccc21
  Pf Dd2 growth: -9%

> CCn1nccc1C(=O)N1CC(c2nc(CCOc3cccc(C)c3)no2)C1
  Pf Dd2 growth: ?

> Cc1ccc(NC(=O)N2CCC3(CC2)SCC(=O)N3Cc2ccccc2)cc1
  Pf Dd2 growth: i

> O=C1N[C@@H]2CCN(C(=O)c3ccc(-c4ccccc4)cc3)[C@@H]2C(=O)N1Cc1ccccc1
  Pf Dd2 growth: i

Screens from PubChem BioAssay.

Not all compounds are listed; the hit share may differ from the screen's.
